Bioassay records deposited in PubChem by Broad Institute.
F508del corr: CFTR F508del correction in bronchial cells | CFBE cells, YFP halide quenching; stimulated with forskolin plus potentiator P3; % fluorescence drop versus neutral controls | activity (quench increase), % at 7.58 µM | actives 0.36% (n = 350,000) | AID 720511;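 active = mean added fluorescence quench of at least 8% versus neutral control, with both replicates also reaching 8%; inconclusive = only one of the mean or replicate conditions met; inactive = mean below 8% and not both replicates reaching 8%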;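 note: cells transiently co-express mutant CFTR-F508del with the halide-sensitive YFP; corrector assay measuring rescue of mutant channel to the surface after 24 h compound exposure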
miR122 inh: inhibitors of miR-122 in Huh7 cells | activation (reporter increase), % at 12.5 µM | Huh7 miR-122 Renilla luciferase sensor, 48 h; neutral wells = 0, positive control = 100 | AID 602342 | actives 0.3% (n = 340,000);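 active = mean replicate activation score at least 90 and every replicate individually at or above 90; inconclusive = only one of the two criteria met; inactive = neither criterion met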;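 note: higher luciferase means less miR-122 activity so hits act as miR-122 inhibitors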
DENV2 CPE: inhibitors of DENV2 cytopathic effect; actives 1.7% (n = 350,000); CPE inhibition, % at 9.99 µM; AID 651640; DENV2-infected cells, cytopathic effect rescue, plate reader; in the data active = CPE inhibition above about 20%, passing the limit was not always enough; inconclusive = no clear call, values can overlap the other calls; tested in BHK-21 cells;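 note: 0% = median of neutral control wells and 100% = median of positive control wells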
INS-1E GSIS act: primary screen for activators of insulin secretion dependent on glucose, INS-1E cells, GLuc reporter luminescence. activation, % at 16.6 µM. actives 0.61% (n = 370,000). INS-1E GLuc reporter insulin secretion, 2-3 h. AID 743287;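 active = lowest replicate activation of at least 40%, so every replicate reaches that level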;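 note: 0% = median of neutral control wells and 100% = median of IBMX positive control wells; some compounds called inactive have numbers as strong as hits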
EWS-Fli inh: inhibitors of EWS/Fli oncoprotein transcriptional activity | inhibition, % at 12.6 µM | A673 NR0B1-luciferase reporter, viability-normalised | actives 0.67% (n = 350,000);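 active = mean inhibition of at least 50% after viability correction, with every replicate also passing that limit; inconclusive = mean reaches 50% but only one of two replicates passes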;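 note: firefly luciferase signal divided by Alamar Blue viability fluorescence both relative to DMSO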
FN deposit inh: fibronectin deposition inhibition; actives 0.086% (n = 350,000); AH1F fibroblasts, Alexa488-fibronectin deposition fluorescence, overnight; AID 743247; inhibition, % at 12.6 µM;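 active = mean inhibition across replicates of 30% or more, regardless of how many single replicates reach that level; inconclusive = mean under 30% yet at least half of replicates reach 30%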;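 note: positive control wells lacked labelled fibronectin entirely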
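Measured by – fluorescence 485/525 nm · System – AH1F fibroblast monolayer, labelled fibronectin deposition · Amount – 10000 cells per well · Buffer or medium – serum-reduced DMEM (2% serum) · Doses – single dose, pinned · Also added – fluorescent fibronectin at 24 nM final · Schedule – 1 h cell attachment, overnight exposure to compound and label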
PAX8 reporter: inhibitors of PAX8 transcriptional activity in RMG-I cells | RMG-I TPO-luciferase reporter, SteadyGlo, 24 h | inhibition, % at 12.6 µM | actives 1.2% (n = 360,000) | AID 652154;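 active = mean replicate inhibition at least 60% with every replicate also reaching 60%; inconclusive = only one of the two criteria is met; inactive = mean below 60% and not all replicates reaching 60%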;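 note: luciferase light reporting Pax8 driven TPO promoter activity; plate controls were median of neutral control wells for no effect and mitoxantrone controls for full effect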
* = called active by the depositor; ? = inconclusive; · = not tested or not shown; [ ] = remark or other dose.

no.	canonical_smiles	F508del corr	miR122 inh	DENV2 CPE	INS-1E GSIS act
1	C[C@@H]1CCCCO[C@H](CN(C)C(=O)Nc2cccc3ccccc23)[C@@H](C)CN([C@H](C)CO)C(=O)c2cc(NC(=O)CCCCCC(=O)Nc3ccccc3N)ccc2O1	-3.7	4[16.7 µM]	8	15
2	Cc1sc2ncnc(SCC(=O)N3c4ccccc4Sc4ccc(Cl)cc43)c2c1C	·	·	-6	·
3	O=C(Nc1ccccc1F)c1ccc(Cn2cc(Cl)cn2)cc1	·	·	2	-1
4	Cn1c(C2=C(O)CN(c3ccccc3)C2=N)nc2ccccc21	4.2	·	-3	7
5	CCc1cccc(CC)c1N1C(=O)C2=C(SCCCS2)C1=O	-9.7	·	-4	·
6	C[C@H](NC(=O)C[C@H]1CC[C@@H]2[C@H](COC[C@H](O)CN2C(=O)Nc2cccc(Cl)c2)O1)c1ccccc1	-1.2	1[16.7 µM]	-6	-51
7	COc1ccc(Cl)cc1NS(=O)(=O)c1cccc(C(=O)NC2CC2)c1	-4.9	·	7	29
8	O=C(Cn1cc(COc2ccc3ccccc3c2)nn1)NS(=O)(=O)c1cccc(OC(F)F)c1	-1.9	0	4	5

no.	EWS-Fli inh	FN deposit inh	PAX8 reporter
1	-2	·	3
2	-2	2	-7
3	-18	-10	0
4	1	4	-3
5	1	-9	2
6	-18	1	-11
7	-20	6	29
8	4	-8	-2

Compounds shown so far with four or more nitrogen atoms (3):
no.	canonical_smiles	F508del corr	miR122 inh	DENV2 CPE	INS-1E GSIS act
1	C[C@@H]1CCCCO[C@H](CN(C)C(=O)Nc2cccc3ccccc23)[C@@H](C)CN([C@H](C)CO)C(=O)c2cc(NC(=O)CCCCCC(=O)Nc3ccccc3N)ccc2O1	-3.7	4[16.7 µM]	8	15
4	Cn1c(C2=C(O)CN(c3ccccc3)C2=N)nc2ccccc21	4.2	·	-3	7
8	O=C(Cn1cc(COc2ccc3ccccc3c2)nn1)NS(=O)(=O)c1cccc(OC(F)F)c1	-1.9	0	4	5

no.	EWS-Fli inh	FN deposit inh	PAX8 reporter
1	-2	·	3
4	1	4	-3
8	4	-8	-2

The listing continues:
no.	canonical_smiles	F508del corr	miR122 inh	DENV2 CPE	INS-1E GSIS act
9	COc1cc(NC(=O)C2CCCN(S(=O)(=O)c3cccc4nsnc34)C2)cc(OC)c1 (stereo not drawn)	·	-3	·	·
10	CCC(=O)n1nc(-c2ccco2)nc1SCc1ccccc1	·	-14	·	·
11	CC[C@]12c3[nH]c4ccc(Cl)cc4c3CCN1C(=O)[C@@H](CC(=O)NCc1cccc(C(F)(F)F)c1)C[C@@H]2C(=O)N1CCN(C(=O)c2ccco2)CC1	0.5	-6	·	-22
12	CC(O)CCc1ccc(O)cc1 (stereo not drawn)	-1.9	·	5	5
13	COc1ccc(CN(C)C[C@H]2Oc3ccc(NS(=O)(=O)c4ccc(C)cc4)cc3C(=O)N([C@@H](C)CO)C[C@H]2C)cc1	-3.8	16[16.7 µM]	-2	3
14	CCN(CC)C(=O)c1cccc(-c2csc(C(O)c3cccc(OC)c3)n2)c1 (stereo not drawn)	-1.2	6	0	-19
15	O=C(SCC(O)C(O)CS)c1cccs1 (stereo not drawn)	-3.4	·	15	7
16	CCN(CC)C(=O)CSc1nnc(CNc2ccc(F)cc2)o1	·	-1	·	·

no.	EWS-Fli inh	FN deposit inh	PAX8 reporter
9	·	0	2
10	·	1	-114
11	12	-13	42
12	-2	-2	-1
13	4	·	1
14	12	-7	33
15	-2	4	-14
16	·	-7	11

Carrying on:
no.	canonical_smiles	F508del corr	miR122 inh	DENV2 CPE	INS-1E GSIS act
17	C=CCN(C(=O)c1csnn1)C(C(=O)NC1CCCC1)c1ccc(Cl)cc1 (stereo not drawn)	1.6	·	1	-8
18	CCC1OC(C)Cc2[nH][nH]c(=O)c21 (stereo not drawn)	2.4	·	-18	5
19	CCCCCC(=O)N1C[C@@H](O)[C@H](n2cc(C3CC3)nn2)C[C@@H]1c1ccc(C)cc1	-2.5	1	3	-33
20	Cc1cnc(NC(=O)c2cccc(S(=O)(=O)N3CC(C)OC(C)C3)c2)s1 (stereo not drawn)	-0.7	18	5	-3
21	CCN(c1ccccc1)S(=O)(=O)c1ccc(N2CCN(c3ccc(OC)cc3)CC2)nc1	1.9	6	14	-6
22	Cc1ccc(S(=O)(=O)N2CCC(C(=O)N3CCC(C(=O)NCc4cccnc4)CC3)CC2)cc1	0.0	0	3	-2
23	CCOC(=O)c1c(NC(=O)C2CCCCC2)sc2c1CCN(C(C)C)C2	2.0	·	-2	·
24	CCOc1ccc(-c2nc(N)ncc2-c2ccccc2OC)c(O)c1	3.0	-11	-1	-5

no.	EWS-Fli inh	FN deposit inh	PAX8 reporter
17	1	0	12
18	-13	8	-19
19	0	3	4
20	16	-5	24
21	13	2	-3
22	10	·	·
23	-2	5	-5
24	-14	-4	13

Further compounds follow:
no.	canonical_smiles	F508del corr	miR122 inh	DENV2 CPE	INS-1E GSIS act
25	C[C@H](CO)N1C[C@H](C)[C@@H](CN(C)Cc2ccc3c(c2)OCO3)Oc2ccc(NC(=O)Cc3cn(C)c4ccccc34)cc2C1=O	-0.3	-2[16.7 µM]	5	-7
26	COc1ccccc1Nc1c([N+](=O)[O-])cc(C)cc1[N+](=O)[O-]	-1.6	·	-5	-6
27	CC(Sc1nc2ccccc2s1)C(=O)N1CCOCC1 (stereo not drawn)	·	-1	·	·
28	O=C(C[C@@H]1CC[C@@H](NC(=O)CC2CC2)[C@@H](CO)O1)NCC(F)(F)F	-1.4	12[16.7 µM]	62*	0
29	Cc1cc2nc(N3C(=O)CNC3=S)sc2cc1C	1.0	8	0	7
30	C[C@@H]1CN([C@H](C)CO)C(=O)c2cc(C#CC(C)(C)O)cnc2O[C@H]1CN(C)C(=O)C1CCCCC1	-0.8	5[16.7 µM]	·	-5
31	CCCN(CC(=O)Nc1ccccc1C)C(=O)C1CCN(C(=O)Nc2ccccc2)CC1	1.5	·	6	5
32	O=C(C[C@@H]1CC[C@H]2[C@@H](COC[C@H](O)CN2Cc2ccc(Oc3ccccc3)cc2)O1)N1CCc2ccccc2C1	3.6	-12[16.7 µM]	-4	·

no.	EWS-Fli inh	FN deposit inh	PAX8 reporter
25	4	-8	31
26	6	-14	11
27	·	-5	-36
28	1	-11	7
29	9	-4	-59
30	-17	·	·
31	1	-1	-3
32	31	·	106*

Additional entries follow:
no.	canonical_smiles	F508del corr	miR122 inh	DENV2 CPE	INS-1E GSIS act
33	CC(C)Oc1cc(F)ccc1-c1cc(C(=O)NCCCn2ccnc2)[nH]n1	2.0	3	4	-17
34	COC(=O)c1cc(C#N)c(OC)nc1C	-2.5	·	-12	13
35	O=C(Nc1cccc(O)c1)c1ccc(NC(=O)c2cccs2)cc1	0.0	4	5	-1
36	CCC(O)c1cnc(OCc2ccccc2)nc1OCc1ccccc1 (stereo not drawn)	0.3	-2	3	34
37	CCC(=O)N1C[C@@H](C)[C@@H](OC)CN(C)C(=O)c2ccc(NC(=O)NC(C)C)cc2OC[C@H]1C	-1.6	20[16.7 µM]	15	-4
38	COc1ccc(CNC(=O)CCC(=O)Nc2nnc(C(F)(F)F)s2)cc1	1.7	·	-9	16
39	O=C1CN(S(=O)(=O)Cc2ccccc2)C[C@H]2[C@H](c3ccc(C#CCC4CCCC4)cc3)[C@@H](CO)N12	0.3	·	-2	-4
40	C/C=C/c1cnc2c(c1)C(=O)N([C@H](C)CO)C[C@H](C)[C@H](CN(C)S(=O)(=O)c1cn(C)cn1)O2	-4.0	-7[16.7 µM]	?	11

no.	EWS-Fli inh	FN deposit inh	PAX8 reporter
33	1	6	14
34	2	-16	-7
35	-71	·	-67
36	7	2	14
37	-4	-7	-7
38	·	·	-12
39	3	·	41
40	-4	·	-6

The listing continues:
no.	canonical_smiles	F508del corr	miR122 inh	DENV2 CPE	INS-1E GSIS act
41	COCCNC[C@H]1[C@H](c2ccccc2)[C@H](CO)N1c1nc(C)c(C)s1	0.9	-14[16.7 µM]	4	10
42	CCC(=O)N(C)C[C@@H]1Oc2cc(C#Cc3ccccn3)ccc2S(=O)(=O)N([C@@H](C)CO)C[C@@H]1C	-2.3	-3[16.7 µM]	5	17
43	C[C@@H]1CN([C@@H](C)CO)C(=O)c2cc(-c3cncnc3)cnc2O[C@H]1CN(C)C(=O)Cc1cccnc1	0.0	-5[16.7 µM]	1	5
44	CCN(CC)CCNC(=O)c1ccc(NC(=O)Cc2ccc(OC)c(S(=O)(=O)N3CCOCC3)c2)cc1	-2.3	·	40*	0
45	Cc1c(Br)cc(-c2nnco2)cc1Br	·	0	·	-5
46	C/C(CC1(O)C(=O)N(Cc2ccccc2)c2ccccc21)=N\O (stereo not drawn)	·	-6	·	·
47	O=C(C[C@@H]1CC[C@H]2[C@@H](COC[C@@H](O)CN2C(=O)c2cnccn2)O1)NCc1ccccc1	1.5	4[16.7 µM]	1	16
48	OCC1(CCOc2ccccc2)CCN(Cc2cccn2-c2ncccn2)CC1	2.2	-14	-5	-4

no.	EWS-Fli inh	FN deposit inh	PAX8 reporter
41	-4	-3	-4
42	0	-10	·
43	-4	-7	·
44	2	2	-7
45	·	3	·
46	·	-8	14
47	8	-5	2
48	0	5	2

Remaining list, next part
no.	canonical_smiles	F508del corr	miR122 inh	DENV2 CPE	INS-1E GSIS act
49	Cc1cccc(CCNC(=O)C2CCN(S(=O)(=O)c3cccc4nsnc34)CC2)c1	3.3	-7	3	3
50	CC(=O)Oc1ccccc1N(C(C)=O)S(=O)(=O)c1cccc([N+](=O)[O-])c1	1.8	6	8	1
51	CCC1Cc2[nH][nH]c(=O)c2C(CC)O1 (stereo not drawn)	-0.1	·	-4	·
52	CC(=O)Nc1cccc(/C(C)=N/NC(=O)c2cc(-c3ccncc3)nc3ccccc23)c1	-2.1	-3	0	5
53	COc1ccc2c(c1)[C@H]1[C@H](CO2)[C@H](c2ccccc2)[C@]2(C)C(=O)Nc3ccc(Cl)cc3C(=O)N12	-1.0	-8	33*	-47
54	CN1CCC(N2CCN(C3CN(Cc4cn(Cc5cccc(C(F)(F)F)c5)nn4)S(=O)(=O)C3)CC2)CC1 (stereo not drawn)	1.8	·	2	8
55	COCC(=O)N1CCC(Oc2ccc(C(=O)N3CCN(C)C[C@@H]3C(C)C)cc2)CC1	-0.3	·	-6	14
56	O=C(NC1CCCCC1)c1cc(-c2ccccn2)nc2ccccc12	-1.9	·	-1	-7
57	O=C(Nc1nnc(-c2ccc(Cl)cc2)o1)Nc1ccccc1Cl	·	-4	·	-8
58	Cc1onc(-c2c(Cl)cccc2Cl)c1C(=O)N=C(N)N1CCCC1	0.6	-5	2	0

no.	EWS-Fli inh	FN deposit inh	PAX8 reporter
49	13	·	·
50	-8	-5	11
51	6	-16	-19
52	-8	9	-1
53	-6	6	21
54	-1	3	-6
55	7	-1	17
56	1	-4	11
57	·	-5	-26
58	8	1	5
